APEX1 inh: APE1 (human) endonuclease inhibition | P27695 | recombinant APE1, TAMRA/BHQ-2 abasic DNA cleavage fluorescence | Potency, µM (top dose mostly 65.8 µM), without a hit: at the highest dose activity change, negative = inhibition, actives largely listed as inhibitors | 350,000 compounds, 0.35% hits | AID 2517;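 note: potency is the fitted concentration of half-maximal effect; plate controls were vehicle for no effect and reference inhibitor for full effect; nearly all actives have a fitted effect of over 55% in size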
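Measures dequenching upon AP-site incision of a 5'-TAMRA/3'-BHQ-2 THF-containing duplex, 50 nM; human APE1 0.75 nM after 15 min room-temperature exposure to compound; kinetic three-point read at one-minute spacing.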
Anesthetic bind: candidate novel general anesthetic via apoferritin binding | P02791 | apoferritin/1-aminoanthracene competitive binding, fluorescence | Potency, µM (series often up to 77.5 µM), for inactives: top-dose activity change, negative = displacement, actives largely listed as inhibitors | 350,000 compounds, 0.074% hits | AID 485281; note: potency is the fitted concentration of half-maximal effect; % is set by controls: 0 for no effect and ±100 for the full control effect; nearly all actives have a fitted effect of over 20% in size
Target sequence (P02791 2-175 limits assumed): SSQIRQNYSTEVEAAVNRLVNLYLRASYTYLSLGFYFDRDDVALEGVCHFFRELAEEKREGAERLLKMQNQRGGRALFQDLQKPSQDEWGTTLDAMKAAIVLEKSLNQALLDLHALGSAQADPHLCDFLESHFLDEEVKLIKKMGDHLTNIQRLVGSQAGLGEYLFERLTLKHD
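In PBS, apoferritin at 10 uM is loaded with 1-AMA from a 50% saturated solution. After 10 min of compound exposure at ambient temperature, reduced 535 nm fluorescence indicates probe displacement.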
ERG-DNA inh: blocks human ERG Ets domain binding to DNA. P11308. fluorescence polarization, His-ERG Ets domain / labelled DNA. Potency, µM (titrated, usually from 76.9 µM), for inactives: at the top dose FP activity, negative = inhibition, most hits filed as inhibitors. 370,000 compounds, 0.028% hits. AID 624246; active = well fitted inhibition curve with a large enough effect in the polarisation, with a control signal flat; inconclusive = small, poorly fitted or top-dose-only effect, or effect the other way, or a change in a side signal; inactive = no such curve, though single readings can be large or run the other way; the % refers to the polarisation;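 note: polarization taken with two DNA probes labelled with fluorescein and Texas red; potency is the fitted concentration of half-maximal effect; % of control where 0% means no effect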
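His-tagged ERG Ets domain (1 uM in the protein solution; 300mM KCl, 50mM Tris-HCl, 1mM EDTA, 1mM DTT, pH 7.5) received compound, then a probe mix of 5 nM fluorescein-DNA and 100nM Texas-615-DNA. Fluorescence polarization was read for both dyes.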
Pol beta inh: DNA polymerase beta (human) inhibition; AID 485314; Potency, µM (highest dose often 114 µM), for inactives: at the highest dose activity change, negative = inhibition, usual class: inhibitors; P06746; Pol beta primer extension/strand displacement, fluorescence kinetic; 340,000 compounds, 1.3% hits; note: potency is the fitted concentration of half-maximal effect; % is set by controls: 0 for no effect and ±100 for the full control effect
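Enzyme-only controls used 10 nM Pol beta; buffer lacking enzyme served as negative control. Compound preincubated 15 min, then 50 nM substrate added; 0 and 10 min reads at room temperature.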
LDHA inh: LDHA (human) enzyme inhibition; activity change, % (values are at about 110 or 230 µM); P00338; purified LDHA, NADH/diaphorase-resazurin fluorescence; stronger effect = lower value; 480,000 compounds, 0.15% hits; in the data active = activity change below about -30%; inconclusive = mostly about -25% to -30%;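 note: plate controls were DMSO wells for no effect and wells without enzyme for full effect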
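LDH5 2 nM; NADH 0.06 mM, pyruvate 0.2 mM; 200 mM Tris pH 7.4, EDTA, Tween-20; 5 min RT. Detection: diaphorase 0.133 mg/mL + resazurin 37 µM, fluorescence ex540/em590 at 0 and 20 min; normalized to enzyme-free and DMSO wells.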
12-LOX inh: ALOX12 (human) lipoxygenase inhibition; AID 1671190; P18054; purified 12hLO, xylenol orange hydroperoxide absorbance; Potency, µM (series often up to 108 µM), inactives show top-dose activity change, negative = inhibition, usual class: inhibitors; 580,000 compounds, 1.1% hits; note: potency is the fitted concentration of half-maximal effect; % is set by controls: 0 for no effect and ±100 for the full control effect
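Purified human 12hLO (150 nM final) in 25 mM Hepes, 0.01% Triton X-100, pH 7.0 was preincubated 15 min at room temperature with compound. Then 40 uM arachidonic acid was added, 30 min. Hydroperoxide was read by Fe-XO absorbance ratio 573/405 nm.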
POLK inh: blocks human DNA polymerase kappa activity. purified Pol kappa, fluorescent DNA synthesis assay, 10 min. AID 588579. 400,000 compounds, 0.53% hits. Potency, µM (top dose mostly 107 µM), inactives show at the top dose activity, negative = inhibition, hits mostly inhibitors. Q9UBT6; note: potency is the fitted concentration of half-maximal effect; % is set by controls: 0 for no effect and ±100 for the full control effect
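10 nM Pol kappa preincubated 15 min at room temperature with compounds, then reaction started with substrate at 50 nM final. Fluorescence read kinetically at 0 and 10 min; buffer-only wells served as negative control.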
RGS4 inh: blocks human RGS4-accelerated GTP hydrolysis | AID 504845 | 390,000 compounds, 0.039% hits | Transcreener GDP fluorescence polarization, RGS4-accelerated GTP hydrolysis | Potency, µM (series often up to 114 µM), for the others: at the top dose activity change, negative = inhibition, most hits filed as inhibitors | P49798; note: potency is the fitted concentration of half-maximal effect; % is set by controls: 0 for no effect and ±100 for the full control effect; nearly all actives have a fitted effect of over 75% in size; some results filed as inactive show a strong effect at the top dose
Target sequence (P49798 whole entry, looked up): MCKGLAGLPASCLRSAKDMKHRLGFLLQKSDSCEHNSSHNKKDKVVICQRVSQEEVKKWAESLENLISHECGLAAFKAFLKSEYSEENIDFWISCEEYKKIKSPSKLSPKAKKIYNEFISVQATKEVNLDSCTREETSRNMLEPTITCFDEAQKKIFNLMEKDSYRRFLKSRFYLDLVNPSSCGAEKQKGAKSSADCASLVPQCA
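MLSMR compounds (23 nl, pin-transferred) preincubated 10 min at room temperature with a 500nM (2x) first reagent, then RGS4 at 900nM (2x) plus Transcreener GDP mix added; fluorescence polarization (620/688 nm) read before and after 90 min at 30 °C.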
POLH inh: blocks human DNA polymerase eta activity. Q9Y253. recombinant Pol eta, fluorescent DNA replication assay. Potency, µM (titrated, usually from 114 µM), inactives show at the highest dose activity change, negative = inhibition, most hits filed as inhibitors. 390,000 compounds, 1.2% hits. AID 588591; note: potency is the fitted concentration of half-maximal effect; % is set by controls: 0 for no effect and ±100 for the full control effect
Target sequence (Q9Y253 whole entry, looked up): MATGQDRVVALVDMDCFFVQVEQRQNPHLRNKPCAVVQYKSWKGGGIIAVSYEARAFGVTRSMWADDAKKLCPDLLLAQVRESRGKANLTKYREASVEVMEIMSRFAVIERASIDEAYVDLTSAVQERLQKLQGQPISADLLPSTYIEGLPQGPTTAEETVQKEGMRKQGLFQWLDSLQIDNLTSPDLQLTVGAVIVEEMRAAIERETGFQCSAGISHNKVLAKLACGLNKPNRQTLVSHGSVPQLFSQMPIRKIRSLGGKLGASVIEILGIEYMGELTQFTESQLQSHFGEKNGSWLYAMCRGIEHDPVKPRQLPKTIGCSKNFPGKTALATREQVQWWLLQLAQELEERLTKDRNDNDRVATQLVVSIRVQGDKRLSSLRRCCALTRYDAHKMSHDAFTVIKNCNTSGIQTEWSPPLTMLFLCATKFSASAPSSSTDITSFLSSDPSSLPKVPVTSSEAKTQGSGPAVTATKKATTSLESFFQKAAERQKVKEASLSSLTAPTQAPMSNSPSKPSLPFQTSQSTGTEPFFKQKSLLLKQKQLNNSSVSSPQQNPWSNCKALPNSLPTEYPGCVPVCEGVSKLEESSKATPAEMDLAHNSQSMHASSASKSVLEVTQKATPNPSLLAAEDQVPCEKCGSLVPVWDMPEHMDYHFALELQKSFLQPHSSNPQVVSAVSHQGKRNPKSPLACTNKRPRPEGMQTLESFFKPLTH
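Fluorescent replication assay: 50 nM final substrate added after a 15 min room-temperature compound preincubation with 10 nM enzyme. Signal taken at 0 min and again at 10 min.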
The depositor's hits bear a star; ? = inconclusive; . = no result given; [ ] = remark or other dose. Unless noted, calls come from the whole dose curve; as a rule, active = well fitted curve in the direction sought with a large enough effect; inconclusive = small, poorly fitted or top-dose-only effect, or another doubt; inactive = no such curve, though single readings can be large; an effect the other way counts as inactive or inconclusive.

nr	canonical_smiles	APEX1 inh	Anesthetic bind	ERG-DNA inh	Pol beta inh	LDHA inh	12-LOX inh	POLK inh	RGS4 inh	POLH inh
1	COc1cc(CN(CC2CCCO2)C(=O)c2ccco2)cc(OC)c1OC (centres undefined)	-8%	0%	2%	13%	-5	-3%	1%	37%	-8%
2	CCOc1ccc(N(Cc2ccc(OC)c(OC)c2)C(=O)c2ccco2)cc1	-2%	-15%	-6%	1%	-5	-3%	-6%	2%	-7%
3	CC1CCN(C(=S)c2ccccc2O)CC1	5%	2%	?	-5%	-10	?	1%	-45%	-10%
4	CCOc1ccc(/C=C/c2nc(C#N)c(N3CCN(c4ccc(OC)cc4)CC3)o2)cc1	.	12%	3%	-3%	-3	-13%	-22%	19%	-17%
5	O=C(O)C(Cc1ccc(F)cc1)c1ccccc1 (centres undefined)	39%	-5%	7%	4%	1	56%[activator]	7%	-5%	-11%
6	CCN(CC)S(=O)(=O)c1ccc(NN=C2CCN(C)CC2)c([N+](=O)[O-])c1	-1%	?	16%	3%	-6	-16%	-4%	0%	-9%
7	O=C(Nc1nccs1)c1nc[nH]c1C(=O)N1CCc2ccccc2C1	17%	.	-4%	.	2	-28%	-23%	-11%	-6%
8	COc1ccc(CCN2C(=O)NC(NC(=O)CC(C)C)(C(F)(F)F)C2=O)cc1OC (centres undefined)	10%	-4%	-10%	15%	-5	-2%	-12%	7%	0%
9	Cc1ccc(NS(=O)(=O)c2ccc(C(=O)N3CCCC(C(F)(F)F)C3)cc2)cc1 (centres undefined)	41%	.	3%	.	-3	-21%	-7%	4%	-21%
10	COCC(C)NC(=O)C1CC(=O)N(c2ccc(C)cc2)C1 (centres undefined)	15%	-5%	8%	-12%	2	0%	-17%	25%	-11%
11	COc1ccc(Nc2nc3ccc(C)cn3c(=O)c2/C=N/O)cc1	-2%	-19%	18%	-24%	-4	-8%	7%	?	-11%
12	Cc1cc(C)cc(NC(=O)CSc2oc(-c3ccco3)nc2S(=O)(=O)c2ccccc2)c1	.	-16%	18%	-13%	0	-26%	5%	-13%	-22%
13	CC(=O)NC(CC(=O)Nc1nccs1)c1ccccc1 (centres undefined)	7%	4%	-12%	-2%	-3	?	-9%	23%	2%
14	CN1CCN(S(=O)C23CC4CC(CC(C4)C2)C3)CC1 (centres undefined)	2%	9%	0%	0%	-1	5%	-1%	1%	-7%
15	COc1ccccc1C1CCN(C(=O)c2ccc(C(C)(C)C)cc2)CC1	-1%	8%	7%	-5%	-2	-3%	-2%	3%	?
16	CC(C)C(=O)N1CCN(c2ccc([N+](=O)[O-])cc2Cl)CC1	15%	-9%	6%	32%	1	-24%	8%	8%	-25%

Full records, quoted from the list. Order of values: APEX1 inh, Anesthetic bind, ERG-DNA inh, Pol beta inh, LDHA inh, 12-LOX inh, POLK inh, RGS4 inh, POLH inh
Listed for O=C(Nc1nccs1)c1nc[nH]c1C(=O)N1CCc2ccccc2C1 : 17%, ., -4%, ., 2, -28%, -23%, -11%, -6%
Listed for COc1ccc(CCN2C(=O)NC(NC(=O)CC(C)C)(C(F)(F)F)C2=O)cc1OC (centres undefined) : 10%, -4%, -10%, 15%, -5, -2%, -12%, 7%, 0%

Next entries follow:
nr	canonical_smiles	APEX1 inh	Anesthetic bind	ERG-DNA inh	Pol beta inh	LDHA inh	12-LOX inh	POLK inh	RGS4 inh	POLH inh
17	COc1ccc(C2=NS(=O)(=O)N(C)C(C(=O)NC3CCCC3)=C2)cc1	31%	-18%	-3%	3%	1	3%	9%	2%	-6%
18	CCOc1ccccc1C(=O)N(CN1CCCC1=O)c1cccc(Cl)c1	-1%	-16%	4%	-1%	3	-8%	-7%	-27%	-9%
19	Cc1oc2ncn(CC(C)C)c(=O)c2c1C(=O)NCCCN1CCC(C)CC1	.	3%	7%	6%	-5	-16%	-15%	16%	-3%
20	O=C(NCCc1ccccc1)c1c2c(nc3ccccc13)C(=O)N(C1CCCCC1)C2	.	-22%	5%	-27%	5	-16%	0%	-17%	-11%
21	c1ccc(Cc2cc[n+](Cc3ccccn3)cc2)cc1	4%	2%	8%	8%	0	478%[activator]	4%	-18%	-10%
22	CCN(C(=O)CSc1nnc(C(C)N(C)C)n1-c1ccc(F)cc1)C1CCS(=O)(=O)C1 (centres undefined)	10%	.	1%	.	0	-9%	-10%	21%	0%
23	CCOC(=O)COc1ccc(-c2nnn(CC(=O)Nc3ccccc3)n2)cc1	.	-5%	5%	6%	-7	-12%	-1%	-23%	.
24	COc1ccc(-n2ccnc(NCCc3ccccc3)c2=O)cc1OC	.	-3%	2%	-1%	-2	3%	-10%	12%	-16%
25	CCOC(=O)c1cccc(NC(=O)CCS(=O)(=O)c2ccc3c(c2)CC(=O)N3C)c1	.	-5%	-2%	1%	-3	-7%	-11%	10%	-4%
26	CCN(CC)CCCNC(=O)C1CCN(C(=O)c2oc3cc4sc(N(C)C)nc4cc3c2C)CC1	-11%	9%	16%	-2%	4	7%	-16%	10%	3%
27	COC(=O)c1cc2ccccc2n1Cc1ccc(Cl)nc1	-2%	3%	-8%	4%	-6	?	-8%	38%	-4%
28	O=C(NCCCN1CCOCC1)C(Sc1ccccc1)c1ccccc1 (centres undefined)	1%	-8%	6%	-14%	-1	398%[activator]	-10%	-2%	-15%
29	COc1ccc(CNC(=O)CSc2nc3ccccc3nc2Cc2ccccc2OC)cc1	.	9%	-2%	2%	-3	-14%	-10%[60.1 µM]	6%	-11%
30	O=C(NOCc1ccccc1)c1ccc(Cl)cc1Cl	13%	.	10%	.	-9	-12%	-4%	10%	-6%
31	CC1(c2ccc(Cl)cc2)CC(C)(C)N(C(=O)c2ccccc2)c2ccccc21 (centres undefined)	.	-4%	3%	5%	-3	-8%	-1%	-28%	-7%
32	CCCn1nc(CC(=O)O)c2ccccc2c1=O	-2%	1%	2%	1%	-9	0%	-15%	-5%	-13%
33	CCCn1c(=S)[nH]c2ccc(C(F)(F)F)cc21	-7%	-24%	22%	1%	-8	?	-9%	-29%	-10%
34	CCOC(=O)CSc1nc(-c2ccccn2)ncc1OC	-11%	-7%	7%	24%	6	6%	-1%	-9%	0%
35	Cc1cc2cc(CCNC(=O)c3cccs3)c(=O)[nH]c2cc1C	-4%	-12%	-5%	-22%	1	-11%	-20%	10%	-15%
36	COc1cccc(NC(=O)CN2C(=O)COc3ccc(Cl)cc32)c1	2%	-20%	0%	9%	-2	-7%	-1%	2%	-6%
37	Cc1ccc(OCC(=O)NCCCNC(=O)c2ccncc2)cc1C	6%	-4%	3%	40%	-3	-26%	-12%	-4%	-5%
38	O=[N+]([O-])c1cccc(Cl)c1CSc1ccccn1	10%	?	13%	-1%	-8	?	3%	-18%	-18%
39	COc1ccc(CCNC(=O)C/C(C)=N/NC(=O)c2ccc(N)cc2)cc1OC	0%	-1%	4%	-17%	2	20%	-16%	22%	-6%
40	COc1cc2c(cc1OC)C(c1ccc(N(C)C)cc1)NCC2 (centres undefined)	-10%	4%	-7%	51%	1	0%	-4%	-13%	-10%
41	CC(C)C(NC(=O)c1ccc(F)cc1)C(=O)N1CCN(c2ccccn2)CC1 (centres undefined)	5%	.	0%	.	-1	6%	12%	19%	-11%
42	CC(=O)c1ccc(NC(=O)C(=O)c2cn(CC(=O)N3CCCCC3)c3ccccc23)cc1	3%	-2%	.	10%	-14	-8%	-5%	7%	1%
43	Cc1oc2c(c1C(=O)Nc1ccccc1Br)C1=NCCN1C=N2	.	-4%	-7%	5%	1	-8%	-1%	-21%	0%
44	CCOC(=O)C1=C(CSc2nc3c(cc2C#N)CCC3)OC(N)=C(C#N)C1c1ccccc1 (centres undefined)	-3%	?	.	-12%	11	?	-9%	-32%	-14%
45	CCn1c(-c2ccc(N)cc2)nc2ccccc21	-2%	?	-5%	2%	-8	-1%	-7%	-10%	-13%
46	Cc1ccc(NC(=O)CC(NCCN2CCOCC2)C(=O)O)cc1Cl (centres undefined)	-1%	-4%	-11%	1%	3	-5%	-23%	36%	4%
47	CCOC(=O)C1=C(C)NC(=O)CC1c1cc(OC)c(OC)cc1Br (centres undefined)	-2%	-12%	5%	-5%	0	-5%	-21%	-10%	3%
48	CC(=O)N1CCc2c(sc(NC(=O)C3COc4ccccc4O3)c2C(N)=O)C1 (centres undefined)	8%	-9%	3%	19%	1	-29%	-12%	-14%	22µM*
49	Cc1ccccc1C(=O)Nc1ccc(-c2nc3ccc(C(=O)c4ccccc4)cc3[nH]2)cc1	-6%	43%[activator]	1%	5%	2	0%	3%	-2%	-1%
50	S=c1[nH]nc(-c2ccccn2)n1/N=C/c1ccc(Br)s1	21%	4%	-8%	18%	-3	?	-4%	?	-12%
51	O=C(O)c1ccccc1N(Cc1ccccc1)C(=O)COc1ccccc1	-4%	0%	3%	21%	-4	-3%	6%	10%	-10%
52	CCNC(=O)c1ccccc1NC(=O)C1CC(=O)N(C(C)C)C1 (centres undefined)	41%	-3%	-10%	7%	-7	-43%	0%	-3%	-9%
53	CC(=O)Nc1ccc(S(=O)(=O)c2ccc(C)cc2)cc1	-6%	-11%	-5%	25%	0	-11%	-3%	0%	-3%
54	CN(C(=O)c1ccc2c(c1)CCN2S(C)(=O)=O)c1ccccc1	1%	-4%	-2%	?	-5	-1%	3%	5%	-15%
55	O=C(NCCc1ccccc1)c1cccc(NC(=O)C2CC2)c1	.	.	-3%	.	-8	-20%	-1%	19%	-4%

Source: PubChem

Not all compounds are listed. The share of hits here may be higher or lower than overall.
